# From PubChem BioAssay
# PAX8 inh HTS – inhibitors of PAX8 transcriptional activity in RMG-I cells; RMG-I TPO-luciferase reporter, SteadyGlo, 24 h; hit rate 1.2% among 360,000; inhibition, % at 12.6 µM;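 active = mean replicate inhibition at least 60% with every replicate also reaching 60%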;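 also: luciferase light reporting Pax8 driven TPO promoter activity; plate controls were median of neutral control wells for no effect and mitoxantrone controls for full effect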
# FN deposit inh – fibronectin deposition inhibition; AH1F fibroblasts, Alexa488-fibronectin deposition fluorescence, overnight; inhibition, % at 12.6 µM; hit rate 0.086% among 350,000; AID 743247;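 active = mean inhibition across replicates of 30% or more, regardless of how many single replicates reach that level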;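 also: positive control wells lacked labelled fibronectin entirely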
#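 Measured by – fluorescence 485/525 nm · System – AH1F fibroblast monolayer, labelled fibronectin deposition · Amount – 10000 cells per well · Buffer or medium – serum-reduced DMEM (2% serum) · Doses – single dose, pinned · Also added – fluorescent fibronectin at 24 nM final · Schedule – 1 h cell attachment, overnight exposure to compound and label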
# PglD inh – blocks C. jejuni PglD acetyltransferase activity; purified PglD enzyme, DTNB colorimetric CoA detection; inhibition, % at 12.5 µM; hit rate 0.098% among 360,000; in the data active = inhibition above about 16%, passing the limit was not always enough; also: strong numbers were not always called active
# PGC1a acetyl inh – modulators of PGC1a acetylation. hit rate 0.17% among 350,000. U2OS PGC1a acetylation, AlphaScreen anti-acetyl-lysine; with virally co-expressed GCN5 acetyltransferase. inhibition, % at 15.6 µM;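 active = every replicate shows inhibition of at least 40%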;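 also: 0% = neutral control wells and 100% = positive control wells; some results beyond the cut were filed as inactive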
# LGR2 inh – blocks bursicon-induced cAMP signaling via Drosophila LGR2; HEK293 LGR2, CRE-luciferase, bursicon-stimulated, 4 h; inhibition, % at 9.99 µM; hit rate 0.35% among 380,000; AID 720647;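 active = drop in luminescence signal, shown as inhibition above about 50% in the replicate tests, limit read from the data, passing the limit was not always enough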;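 also: agonist challenge used bursicon conditioned medium at about half maximal strength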
# S100A4 MyoIIA – inhibitors of human S100A4 binding to myosin IIA peptide | P26447 | S100A4/TAMRA-MyoIIA peptide fluorescence polarization | inhibition, % at 10.7 µM | hit rate 0.14% among 360,000;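 active = mean inhibition of at least 70% across replicates, with every replicate also reaching that level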
# Target sequence (P26447 whole entry, looked up): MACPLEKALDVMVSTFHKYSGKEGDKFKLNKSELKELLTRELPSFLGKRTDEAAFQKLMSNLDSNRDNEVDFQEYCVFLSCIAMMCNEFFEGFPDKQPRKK
#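 Material: S100A4 monomer protein / Buffer or medium: 50 mM HEPES pH 7.2, 10 mM CaCl2, 100 mM KCl / Times: 5 min incubation before reading / Benchmarks: neutral control DMSO, positive control TFP / Reagent: labelled myosin peptide probe, 5 nM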
# EWS-Fli block – inhibitors of EWS/Fli oncoprotein transcriptional activity | hit rate 0.67% among 350,000 | inhibition, % at 12.6 µM | A673 NR0B1-luciferase reporter, viability-normalised;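 active = mean inhibition of at least 50% after viability correction, with every replicate also passing that limit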;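 also: firefly luciferase signal divided by Alamar Blue viability fluorescence both relative to DMSO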
# ERAP1 HTS inh – blocks human ERAP1 aminopeptidase activity; recombinant ERAP1, Leu-AMC fluorescence, 60 min; inhibition, % at 10.7 µM; hit rate 0.15% among 340,000;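 active = mean replicate inhibition of at least 30%, or all replicates individually reaching that 30% level; inactive = mean below 30% and not every replicate reaching it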;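 also: 0% = neutral control wells and 100% = L-leucinethiol positive control wells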
# Target sequence (Q9NZ08 whole entry, looked up): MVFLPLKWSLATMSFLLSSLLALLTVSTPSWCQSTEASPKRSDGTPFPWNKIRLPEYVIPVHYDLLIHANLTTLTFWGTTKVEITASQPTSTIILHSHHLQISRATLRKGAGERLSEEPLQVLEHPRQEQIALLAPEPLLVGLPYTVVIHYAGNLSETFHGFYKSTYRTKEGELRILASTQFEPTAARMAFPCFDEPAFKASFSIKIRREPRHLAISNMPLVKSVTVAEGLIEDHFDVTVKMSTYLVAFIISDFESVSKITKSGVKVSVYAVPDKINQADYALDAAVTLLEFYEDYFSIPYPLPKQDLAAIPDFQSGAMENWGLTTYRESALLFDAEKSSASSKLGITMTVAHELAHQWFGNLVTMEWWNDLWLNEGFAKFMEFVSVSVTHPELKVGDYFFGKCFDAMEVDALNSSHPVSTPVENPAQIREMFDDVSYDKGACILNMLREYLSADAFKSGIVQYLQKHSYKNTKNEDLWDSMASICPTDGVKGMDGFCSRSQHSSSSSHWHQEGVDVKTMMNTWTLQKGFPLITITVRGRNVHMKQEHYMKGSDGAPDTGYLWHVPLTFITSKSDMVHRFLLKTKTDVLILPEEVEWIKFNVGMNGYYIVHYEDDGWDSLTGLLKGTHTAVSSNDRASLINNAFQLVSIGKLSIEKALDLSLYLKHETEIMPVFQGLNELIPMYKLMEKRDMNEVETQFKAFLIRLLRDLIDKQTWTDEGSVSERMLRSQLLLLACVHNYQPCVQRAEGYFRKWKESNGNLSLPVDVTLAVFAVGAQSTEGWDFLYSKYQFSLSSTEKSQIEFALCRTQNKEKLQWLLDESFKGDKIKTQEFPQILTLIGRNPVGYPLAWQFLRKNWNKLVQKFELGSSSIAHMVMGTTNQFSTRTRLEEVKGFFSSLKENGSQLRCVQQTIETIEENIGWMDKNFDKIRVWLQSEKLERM
# * = called active by the depositor; . = not tested or not shown; & = joins results of further samples.
SMILES,PAX8 inh HTS,FN deposit inh,PglD inh,PGC1a acetyl inh,LGR2 inh,S100A4 MyoIIA,EWS-Fli block,ERAP1 HTS inh
CCCCCOC(=O)CCN1C(=O)/C(=C2\SC(=S)N(CCC(=O)OCCCCC)C2=O)SC1=S,-2.4,-7.3,-5.1,-3.9,.,8.9,1.7,-1.0
ON=C1c2ccccc2-c2ccc(F)cc21,7.1,1.8,-2.3,-1.7,-32.6,-2.6,0.0,-5.0
COc1ccc(C(=O)NC(=S)NCc2ccco2)cc1Br,2.9,.,9.4,.,3.5,1.6,.,-2.3
COc1ccc(-c2cc(NC(C)=O)c3ncc(-c4ccccc4)n3c2)cc1OC,.,7.9,-3.8,-6.0,-10.1,-19.8,6.1,2.1
CCc1nnc(NC(=O)c2nc(S(=O)(=O)Cc3ccc(C)cc3)ncc2Cl)s1,6.1,-3.3,6.1,.,-21.6,7.7,.,-1.3
CSCC[C@H](N)C(=O)NC[C@H]1O[C@@H](n2cnc3c(N)ncnc32)[C@H](O)[C@@H]1O,-0.9,10.5,2.1,13.6,5.6,1.1,4.8,2.6
CC(=O)N1C[C@@H](CO)[C@@H](N(C)C(=O)/C=C/c2ccccc2)C[C@H]1c1ccccc1,5.0,12.7,.,.,6.6,-2.1,-15.6,2.3
CCOC(=O)C(Cc1ccccc1)c1ccnc2nc(N)nn12 (stereo not given),1.3,-2.7,.,-12.3,-30.8,1.7,6.4,-0.8
CCc1nccn1S(=O)(=O)c1ccccc1[N+](=O)[O-],-11.3,-0.7,1.6,2.1,-3.9,-10.4,14.8,-0.5
O=C(CSc1nnc(-c2ccccc2F)o1)OCc1ccccc1,.,.,-5.8,-0.2,-1.2,-19.0,6.8,-0.5
COC(=O)CCC(=O)Nc1cccc2ccccc12,2.1,-0.6,-4.7,-8.8,-13.5,9.4,.,2.1
C#Cc1ccc(CN2CCC(N3CCC(C(=O)NCc4ccccn4)CC3)CC2)cc1,-2.2,-2.3,-5.4,5.1,17.9,-9.2,.,1.0
Cc1ccccc1NC(=O)Cc1nc(COC(=O)c2ccc(S(C)(=O)=O)c([N+](=O)[O-])c2)cs1,.,.,-2.0,-12.5,-12.7,-6.8,.,-0.8
COC(=O)CSc1nnc(-c2ccccn2)n1Cc1ccco1,26.2,6.7,-1.8,2.6,9.6,7.0,-2.7,-1.5
Cc1nnsc1C(=O)N1CCCC(N2CCN(c3ccc(F)cc3)CC2)C1 (stereo not given),6.5,-2.5,-3.7,7.5,-16.8,1.4,-1.8,-1.2
O=C(CSCC(=O)NN=Cc1ccccc1)NN=Cc1ccccc1,39.1,11.6,-2.1,11.3,-8.1,3.6,4.8,-0.9
CCOC(=O)CN1C(=O)N[C@@H](CCc2ccccc2)C(C(=O)OC)=C1C,2.6,2.1,.,.,-14.9,0.8,6.8,5.4
CCc1cc(-c2n[nH]c(=S)n2CC)cs1,2.7,0.8,2.0,2.7,22.0,.,.,.
O=C(N/N=C/c1ccc(O)cc1O)c1ccc(CN2C(=O)c3cccc4cccc2c34)cc1,66.7*,-6.6,.,26.5,25.3,12.1,11.1,-0.5
CCOC(=O)c1c(C)oc2cc(Cl)c(O)c(CN(C)C)c12,-134.0,0.6,.,3.3,-64.2,-1.5,0.9,.
Cc1cc(-n2cnnn2)cc(C)c1S(=O)(=O)N(C)c1ccccc1,10.8,5.3,1.3,-0.3,-13.1,-4.9,-5.6,3.0
O=C(c1ccccc1)C1CC1c1ccccc1 (stereo not given),-16.5,-3.9,-1.5,-3.2,-10.2,6.5,-8.9,2.0
Cc1nc(CN(C)C(=O)c2ccccc2OC2CCN(S(C)(=O)=O)CC2)cs1,2.6,2.2,-4.3,.,.,-0.1,12.1,-0.1
COc1cc(/C=C/C(=O)OCC(=O)c2ccc(S(=O)(=O)N3CCCCC3)cc2)cc(OC)c1OC,-4.3,-5.0,6.2,3.6,20.8,-15.0,-0.4,-2.7
N#Cc1cc2ccccc2nc1SCc1cccnc1,.,.,.,.,-3.4,-1.9,-0.4,3.5

# Part of the list above, with tabs.
mol	PAX8 inh HTS	FN deposit inh	PglD inh	PGC1a acetyl inh	LGR2 inh	S100A4 MyoIIA	EWS-Fli block	ERAP1 HTS inh
CSCC[C@H](N)C(=O)NC[C@H]1O[C@@H](n2cnc3c(N)ncnc32)[C@H](O)[C@@H]1O	-0.9	10.5	2.1	13.6	5.6	1.1	4.8	2.6
N#Cc1cc2ccccc2nc1SCc1cccnc1	.	.	.	.	-3.4	-1.9	-0.4	3.5
COC(=O)CCC(=O)Nc1cccc2ccccc12	2.1	-0.6	-4.7	-8.8	-13.5	9.4	.	2.1
Cc1cc(-n2cnnn2)cc(C)c1S(=O)(=O)N(C)c1ccccc1	10.8	5.3	1.3	-0.3	-13.1	-4.9	-5.6	3.0

# The results go on:
SMILES,PAX8 inh HTS,FN deposit inh,PglD inh,PGC1a acetyl inh,LGR2 inh,S100A4 MyoIIA,EWS-Fli block,ERAP1 HTS inh
CCOC(=O)Cc1ccc(Nc2nc(NC)nc3ccsc23)cc1,16.1,4.3,4.8,7.8,-51.8,-4.4,0.9,-1.3
COCCNC(=S)N/N=C/c1c2ccccc2cc2ccccc12,-6.0,-0.1,1.4,.,-9.9,33.4,25.4,3.2
CNS(=O)(=O)c1ccc(NC(=O)c2ccc(Cl)cc2Cl)cc1,5.0,3.7,.,.,-7.9,8.5,0.0,-0.4
O=C(Cc1ccccc1)N1CC(=O)N2[C@@H](CO)[C@H](c3ccc(Br)cc3)[C@@H]2C1,.,.,.,16.1,-4.0,-7.6,-12.0,0.5
COC(=O)c1ccc(COC(=O)[C@@H]2CC(O)CN2S(=O)(=O)c2ccccc2[N+](=O)[O-])cc1 (stereo not given in full),5.0,3.3,-0.6,-19.3,-14.0,-17.8,7.2,-3.0
O=[N+]([O-])c1cccnc1NCCc1c[nH]c2ccccc12,-123.9,6.5,-1.5,4.3,-97.5,3.1,-106.6,-2.5
Cc1ccc(S(=O)(=O)NCC[C@@H]2CC[C@H](NS(=O)(=O)c3ccccc3Cl)[C@@H](CO)O2)cc1,25.0,14.9,4.7,-5.0,2.0,1.4,-4.7,0.7
CCCSc1nc(SCC(=O)NCc2ccccc2)c2c3c(sc2n1)COC(C)(C)C3,-5.7,3.6,0.6,4.6,.,.,.,.
COC(=O)[C@]1(C)N[C@H](CN(C)C(=O)Nc2ccc(Cl)cc2)[C@@H]2C(=O)N(C)C(=O)[C@@H]21,-17.2,-1.2,-6.4,13.3,-0.1,2.7,-3.7,-0.3
Cc1ccc(/C=N/NC(=O)Cc2ccc(O)cc2)s1,-53.4,5.9,0.1,.,-11.8,-4.3,.,1.5
CCN(CC)Cc1cc(C(C)(C)C)cc(N2CCOCC2)c1O,-11.8,9.3,.,-0.9,-11.4,-6.0,8.4,-3.6
COc1ccccc1S(=O)(=O)N(C)C[C@H]1Oc2ncc(-c3ccc(C)cc3)cc2C(=O)N([C@H](C)CO)C[C@@H]1C,.,.,0.7,-14.6,1.2,-3.0,7.5,1.1
COc1cc(OC)c(C2Oc3nc(SC)nnc3-c3ccccc3N2C(C)=O)cc1OC (stereo not given),-1.0,1.0,-4.5,0.6,-1.2,-9.2,0.4,0.9
CCCC(=O)N1CCN(c2ccc(NC(=O)c3ccc4c(c3)OCCO4)cc2)CC1,-2.8,-15.7,4.4,.,-32.4,-7.5,.,-2.6
CCNc1nc(NCC)n2c(SCC(=O)Nc3ccc(C(F)(F)F)cc3[N+](=O)[O-])nnc2n1,19.4,-3.3,2.3,-0.6,3.9,.,.,.
CC(C)CN(Cc1c(O)ccc2ccccc12)CC(C)C,8.6,2.5,.,6.0,-50.1,-27.7,1.5,-1.9
Cc1ccc(S(=O)(=O)N2CCN(C(=O)COC(=O)COc3ccccc3)CC2)cc1,17.0,-9.6,0.3,-4.3,.,.,.,.
Cc1cccc(C)c1NC(=O)CNC(=O)c1ccc(COc2ccccc2)cc1,-4.2,-17.9,0.1,-12.3,-3.1,-3.2,-12.1,-0.6
C/C(=N/NC(=O)c1ccc(C)s1)c1cccc(NC(=O)c2ccoc2C)c1,-26.8,.,-1.3,.,-12.5,0.6,-15.1,-2.7
CCOC(=O)/C(=N\Nc1ccccc1[N+](=O)[O-])c1csc(N)n1,3.9,.,.,-3.9,5.7,12.2,-10.0,-5.0
COc1ccc(OC)c(NC(=O)CSc2nn3c(=O)c(C)nnc3s2)c1,13.0,5.4,-4.1,.,13.1,1.9,.,-0.2
CC1CCCCN1S(=O)(=O)c1coc(C(N)=O)c1 (stereo not given),15.0,-7.1,3.5,7.0,1.9,-0.3,8.2,0.7
Cc1cccc(C(=O)OCC(=O)NC(=O)NC2CCCCC2)c1,-1.0,-8.6,7.2,-26.5,14.0,1.6,-18.0,-1.3
COCC#Cc1cnc2c(c1)C(=O)N([C@@H](C)CO)C[C@H](C)[C@@H](CN(C)C(=O)NC1CCCC1)O2,.,1.0,-2.1,-2.4,8.2,8.8,-9.5,1.2
CC(C)C(NS(=O)(=O)c1cccc(C(F)(F)F)c1)C(=O)O (stereo not given),-2.0,-23.8,7.7,6.1,-1.2,-2.1,-2.2,4.2
# The results go on.
SMILES,PAX8 inh HTS,FN deposit inh,PglD inh,PGC1a acetyl inh,LGR2 inh,S100A4 MyoIIA,EWS-Fli block,ERAP1 HTS inh
COc1cc(C(=O)NCCN2C(=O)S/C(=C\c3cccs3)C2=O)cc(OC)c1OC,-34.0,-3.2,1.0,-10.8,-37.1,-2.1,-17.1,4.2
Cc1csc(CNc2ncnc3ccc(-c4cccc(Cl)c4)cc23)c1,-0.5,13.5,3.0,.,7.5,0.2,3.3,-1.6
CC12CCC(C(=O)O)(C/C1=N\O)C2(C)C (stereo not given),-5.9,-1.1&2.6,-6.3&-6.6,-5.0&5.4,.,.,.,.
O=C(Nc1ccc(F)cc1F)N1CCN(CCc2ccccc2)CC1,3.8,5.1,.,.,-7.9,1.2,0.6,-1.0
CCC(c1nnnn1-c1ccc2c(c1)OCCO2)N1CCc2ccccc2C1 (stereo not given),5.9,24.4,.,.,-30.5,-2.0,0.6,-1.0
COc1ccc(-n2cnnc2SCC(=O)Nc2cccc(S(=O)(=O)N3CCCCC3)c2)cc1,19.9,0.8,-3.4,-40.3,.,2.7,13.7,4.9
Cc1snc(SCC(=O)N/N=C(\N)COc2ccc(F)cc2)c1C#N,2.6,13.4,7.4,10.4,.,.,.,.
COc1ccc([C@@H]2CC=C(C(=O)O)[C@H](c3ccccc3)N2S(=O)(=O)c2ccccc2C)cc1,-18.2,-0.6,0.9,.,6.0,-1.7,1.9,-5.8
O=C(Nc1ccc(Cl)c(C(F)(F)F)c1)[C@@H]1CC=C[C@@H]2CCN(Cc3ccc(Cl)c(Cl)c3)C(=O)[C@@H]21,30.0,-20.3,3.5,-1.3,10.4,-2.4,6.5,0.8
O=c1[nH]c(Nc2ccc3c(c2)OCCO3)nnc1Cc1ccc(Cl)cc1,10.6,-29.3,1.0,1.2,-21.8,3.5,6.6,2.5
CCOc1ccccc1N(CC(=O)NCCSc1ccccn1)S(=O)(=O)c1ccccc1,27.1,1.4,1.4,7.2,10.0,0.1,-2.6,-1.1
C=CCn1c(SCC(=O)NC(=O)Cc2ccccc2)nnc1-c1ccccc1F,.,1.6,2.8,-3.8,-6.7,-3.1,-5.2,1.8
O=C(CCc1nnc(CCCCc2ccccc2)o1)NCCC1CCCCO1 (stereo not given),8.8,-0.1,.,-2.1,1.4,-1.1,3.3,-0.4
COc1ccc(C(=O)Nc2ccc(S(=O)(=O)NC(C)(C)C)cc2)cc1[N+](=O)[O-],10.9,1.3,.,-0.4,-15.9,-0.9,4.9,-0.2

# The order is random; about 2.1% have a hit in one of these screens.
